FH mod: Identification of activators of human fumarate hydratase by quantitative high-throughput screening. Fumarate hydratase, mitochondrial (Homo sapiens), P07954. FH coupled MDH/diaphorase resazurin fluorescence, 15 min. Potency, µM (series often up to 79.9 µM), for inactives: top-dose activity change, negative = inhibition, most hits filed as inhibitors. 0.22% of 54,000 active. AID 1347055, 2019; note: potency is the fitted concentration of half-maximal effect; % is set by controls: 0 for no effect and ±100 for the full control effect; the screen sought activators but most active calls are inhibition curves; nearly all actives have a fitted effect of over 45% in size
p53null 32C tox: qHTS Screen for Compounds that Selectively Target Cancer Cells with p53 Mutations: Cytotoxicity of p53 Null Cells at the Permissive Temperature | 0.62% of 55,000 active | AID 903, 2007 | H1299-neo p53 null cells, ATP luminescence, 24 h, 32C | Potency, µM (highest dose often 46.1 µM), inactives show at the top dose activity change, negative = cytotoxicity, usual class: cytotoxic;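 note: potency is the fitted concentration of half-maximal effect; 0% = DMSO only and -100% = full killing by 100 µM tamoxifen; nearly all actives have a fitted effect of over 55% in size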
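Luminescent ATP readout gave cell viability of p53-null H1299-neo cells after a 24 h compound exposure at the permissive 32C. Titrations ran up to 46 uM, and AC50s were fitted with the standard Hill equation.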
PTAP-TSG101 blk: qHTS Validation Assay for Inhibitors of HIV-1 Budding by Blocking the Interaction of PTAP/TSG101: Sytravon Library Screen. Tumor susceptibility gene 101 protein (Homo sapiens), Q99816. AID 1347069, 2019. Fluorescence polarization, FITC-PTAP peptide/Tsg101, 20 min. Potency, µM (top dose mostly 115 µM), without a hit: at the highest dose activity change, negative = inhibition, actives largely listed as inhibitors. 44,000 tested, under 10 active; note: potency is the fitted concentration of half-maximal effect; 0% is about no effect
Target sequence (Q99816 whole entry, looked up): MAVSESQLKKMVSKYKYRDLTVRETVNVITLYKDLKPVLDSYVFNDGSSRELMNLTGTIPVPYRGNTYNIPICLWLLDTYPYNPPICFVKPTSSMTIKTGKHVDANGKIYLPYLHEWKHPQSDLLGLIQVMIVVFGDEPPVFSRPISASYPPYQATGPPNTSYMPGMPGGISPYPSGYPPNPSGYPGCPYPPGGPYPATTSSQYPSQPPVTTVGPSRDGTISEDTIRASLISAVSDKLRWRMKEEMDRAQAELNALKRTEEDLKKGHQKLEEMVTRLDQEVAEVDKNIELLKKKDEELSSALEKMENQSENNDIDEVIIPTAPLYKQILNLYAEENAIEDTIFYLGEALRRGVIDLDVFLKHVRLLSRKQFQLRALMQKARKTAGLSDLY
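Compounds pinned into 10 uM Tsg101 binding domain, then 50 nM FITC-PTAP peptide added in pH 7.5 HEPES buffer; FP read after 20 min, room temperature. Total S+P intensity flags fluorescent compounds; active cut-off <25 µM, efficacy <60%.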
GALK inhibitor: qHTS Assay for Inhibitors of Human Galactokinase (GALK): NCGC Sytravon Library Screen; Potency, µM (series often up to 57.5 µM), inactives show at the highest dose activity, negative = inhibition, usual class: inhibitors; 44,000 tested, under 10 active; AID 1347072, 2019; recombinant GALK, Kinase-Glo ATP luminescence, 1 h; P51570;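 note: plate controls were full GALK reaction for no effect and reaction lacking GALK for full effect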
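Luminescent ATP-depletion readout (Kinase-Glo Plus, 10 min) after 1 h RT reaction of 5 nM GALK, 35 uM ATP, 100 uM galactose, pH 8.0 HEPES buffer. Decreased kinase activity scored as inhibition.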
p53null 39C tox: qHTS Screen for Compounds that Selectively Target Cancer Cells with p53 Mutations: Cytotoxicity of p53 Null Cells at the Nonpermissive Temperature | H1299 p53-null (neo) cells, 39C, ATPlite viability, 24 h | Potency, µM (highest dose often 46.1 µM), inactives show at the top dose activity, negative = cell killing, actives largely listed as cytotoxic | 0.97% of 55,000 active | AID 904, 2007;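 note: potency is the fitted concentration of half-maximal effect; 0% = DMSO only and -100% = full killing by 100 µM tamoxifen; nearly all actives have a fitted effect of over 50% in size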
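Luminescent ATP signal reported cell survival after H1299 lines (neo, p53 null; or p53 A138V) received up to 46 uM compound and 24 hr incubation at 39C.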
B2AR arrestin ag: qHTS assay of beta-arrestin-biased ligands of beta2-adrenergic receptor: NCGC Sytravon Library Screen; HTLA Tango cells, beta-arrestin recruitment, luciferase luminescence, 18 h; Potency, µM (series often up to 46.1 µM), for the others: at the top dose activation, most hits filed as activators; 44,000 tested, under 10 active;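 note: potency is the fitted concentration of half-maximal effect; 0% = DMSO and full agonism = EC100 isoproterenol or metaproterenol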
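First, Tango cells carrying beta2-AR and beta-arrestin fusions received compound up to 46 microM. After 18 hr at 37 degrees C, luciferase substrate was added for 15 minutes, then luminescence gave %Activity for curve fitting.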
NTMT1 inhibitor: Primary qHTS for Inhibitors of N-terminal methyltransferase 1 (NTMT1): MTaseGlo Assay. N-terminal Xaa-Pro-Lys N-methyltransferase 1 (Homo sapiens), Q9BV86. NTMT1 MTase-Glo SAH luminescence, purified enzyme. Potency, µM (series often up to 114 µM), inactives show top-dose activity change, negative = inhibition, usual class: inhibitors. 2.5% of 59,000 active;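 note: potency is the fitted concentration of half-maximal effect; plate controls were DMSO vehicle for no effect and no enzyme for full effect; nearly all actives have a fitted effect of over 65% in size; many of its hits are not listed in these tables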
Target sequence (Q9BV86 whole entry, looked up): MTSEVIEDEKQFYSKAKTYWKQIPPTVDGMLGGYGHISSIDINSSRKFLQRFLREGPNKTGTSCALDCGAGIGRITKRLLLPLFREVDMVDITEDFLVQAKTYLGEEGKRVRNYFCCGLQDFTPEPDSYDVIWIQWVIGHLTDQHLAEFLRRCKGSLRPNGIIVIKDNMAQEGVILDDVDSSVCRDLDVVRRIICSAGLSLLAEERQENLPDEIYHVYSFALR
* = called active by the depositor; ? = inconclusive; . = not tested or not shown; [ ] = dose if it differs, or a comment. Calls come from the whole dose curve; as a rule, active = well fitted curve in the direction sought with a large enough effect; inconclusive = small, poorly fitted or top-dose-only effect, or another doubt; inactive = no such curve, though single readings can be large; an effect the other way counts as inactive or inconclusive. The list is partial, so the mix of outcomes need not match the whole.

Short keys – A = FH mod; B = p53null 32C tox; C = PTAP-TSG101 blk; D = GALK inhibitor; E = p53null 39C tox; F = B2AR arrestin ag; G = NTMT1 inhibitor
CC(C)(C)c1ccc(S(=O)(=O)c2cnc(SCC(=O)Nc3ccc(F)c(Cl)c3)[nH]c2=O)cc1
  A = ?; B = 1%; C = -7%; D = 20µM*; E = ?; F = -1%; G = 25µM*

Cc1ccc(CNC(=O)C2CCN(S(=O)(=O)c3c(C)noc3/C=C/c3ccccc3F)CC2)o1
  A = -25%; B = 6%; C = -1%; D = -6%; E = 10%; F = 0%; G = -6%

COc1ccc2c(CNCCc3ccccc3OC)c(C(=O)O)n(Cc3ccc(F)cc3Cl)c2c1
  A = ?; B = 10%; C = -4%; D = ?; E = 22%; F = 1%; G = 15%

COc1cc(C(=O)NC(c2ccccc2Cl)c2cc(Cl)c3cccnc3c2O)cc(OC)c1OC (stereo unspecified)
  A = -7%; B = ?; C = -1%; D = -2%; E = -19%; F = 3%; G = 31%[activator]

Cc1nc2nc(NC(=O)c3cccc(Cl)c3)[nH]n2c(=O)c1Cc1ccccc1
  A = -3%; B = -10%; C = 0%; D = 0%; E = -10%; F = -1%; G = ?

COc1ccc(NC(=O)C2CCCN(c3nnc(C)c4c(C)n(-c5ccccc5)nc34)C2)cc1Cl (stereo unspecified)
  A = -28%; B = ?; C = -2%; D = 0%; E = ?; F = -1%; G = -1%

Cc1ccc(Cc2c(C)nc3c(-c4ccccc4)c(C)[nH]n3c2=O)cc1
  A = -2%; B = .; C = -4%; D = 9%; E = .; F = 0%; G = 7%

CN1CCN(c2c(F)cc3c(=O)c(C(=O)O)cn4c3c2SCC4)CC1
  A = 5%[53.3 µM]; B = 1%; C = .; D = .; E = 7%; F = .; G = -3%[57.5 µM]

CCOc1ccccc1NC(=O)CSc1nc2ccccc2c2nc(CCn3cncc3C)nn12
  A = 3%; B = -1%; C = 4%; D = 1%; E = 15%; F = 0%; G = ?

Cc1cc(NC(=O)C2CCN(S(=O)(=O)c3ccc4[nH]c(=O)oc4c3)CC2)ccc1Br
  A = -12%; B = 33%[activator]; C = 1%; D = ?; E = 9%; F = 1%; G = 20%

COc1ccc(Cn2c(CCC(=O)Nc3cccc(OC)c3)nc3cccnc32)cc1
  A = 3%; B = 0%; C = -7%; D = 0%; E = -2%; F = -1%; G = 6%

Cc1cc(Cl)ccc1NC(=O)Cn1nc(C)c2c(C)n(-c3ccccc3)nc2c1=O
  A = -7%; B = 20%; C = 1%; D = 0%; E = 31%[activator]; F = 0%; G = 50µM*

Nine successive compounds already listed, quoted:
Short keys – A = FH mod; B = p53null 32C tox; C = PTAP-TSG101 blk; D = GALK inhibitor; E = p53null 39C tox; F = B2AR arrestin ag; G = NTMT1 inhibitor
COc1cc(C(=O)NC(c2ccccc2Cl)c2cc(Cl)c3cccnc3c2O)cc(OC)c1OC (stereo unspecified)
  A = -7%; B = ?; C = -1%; D = -2%; E = -19%; F = 3%; G = 31%[activator]

Cc1nc2nc(NC(=O)c3cccc(Cl)c3)[nH]n2c(=O)c1Cc1ccccc1
  A = -3%; B = -10%; C = 0%; D = 0%; E = -10%; F = -1%; G = ?

COc1ccc(NC(=O)C2CCCN(c3nnc(C)c4c(C)n(-c5ccccc5)nc34)C2)cc1Cl (stereo unspecified)
  A = -28%; B = ?; C = -2%; D = 0%; E = ?; F = -1%; G = -1%

Cc1ccc(Cc2c(C)nc3c(-c4ccccc4)c(C)[nH]n3c2=O)cc1
  A = -2%; B = .; C = -4%; D = 9%; E = .; F = 0%; G = 7%

CN1CCN(c2c(F)cc3c(=O)c(C(=O)O)cn4c3c2SCC4)CC1
  A = 5%[53.3 µM]; B = 1%; C = .; D = .; E = 7%; F = .; G = -3%[57.5 µM]

CCOc1ccccc1NC(=O)CSc1nc2ccccc2c2nc(CCn3cncc3C)nn12
  A = 3%; B = -1%; C = 4%; D = 1%; E = 15%; F = 0%; G = ?

Cc1cc(NC(=O)C2CCN(S(=O)(=O)c3ccc4[nH]c(=O)oc4c3)CC2)ccc1Br
  A = -12%; B = 33%[activator]; C = 1%; D = ?; E = 9%; F = 1%; G = 20%

COc1ccc(Cn2c(CCC(=O)Nc3cccc(OC)c3)nc3cccnc32)cc1
  A = 3%; B = 0%; C = -7%; D = 0%; E = -2%; F = -1%; G = 6%

Cc1cc(Cl)ccc1NC(=O)Cn1nc(C)c2c(C)n(-c3ccccc3)nc2c1=O
  A = -7%; B = 20%; C = 1%; D = 0%; E = 31%[activator]; F = 0%; G = 50µM*

Source: PubChem
